High-throughput results (PubChem)
KOR beta-arrestin-1 – kappa opioid receptor blockers – cell-based, luminescence, uHTS (AID 1778). KOR beta-arrestin recruitment, luminescence, antagonist mode; higher % means a stronger effect. one-dose inhibition, % at 10 µM; IC50 in µM for titrated hits. 290,000 tested, 0.091% active; note: strong numbers were not always called active
NOD1 NF-kB reporter – inhibition of NOD1-driven NF-kB reporter – cell-based, luminescence, uHTS, primary screen (AID 1578). NOD1-driven NF-kB luciferase reporter cells, luminescence; higher % means a stronger effect. one-dose inhibition, % at 4 µM; EC50 in µM for titrated hits. 290,000 tested, 1% active; in the data active = inhibition mostly above about 36%, no sharp cut-off; inactive = mostly below about 34%;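 note: HEK-293T reporter cells stimulated with the NOD1 agonist gamma-tri-DAP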
NOD2 inhibition – NOD2 signaling inhibitors, cell-based, luminescence, uHTS, HEK293 (AID 1566) | HEK293 NOD2/NF-kB luciferase reporter, luminescence; higher % means a stronger effect | one-dose inhibition, % at 4 µM; EC50 in µM for titrated hits | 290,000 tested, 0.63% active; note: many of its hits are not listed in these tables
XIAP displacement – small molecules displacing peptide from XIAP – biochemical, IAP family, fluorescence polarization (AID 1018) | one-dose displacement, % at 20 µM; IC50 in µM for titrated hits | XIAP BIR domain, fluorescence polarization peptide displacement; higher % means a stronger effect | 200,000 tested, 0.007% active; in the data active = displacement above about 50%; note: a part of the inactive calls stands beside numbers as strong as those of hits
PMI inhibition – MPI inhibition at elevated mannose 6-phosphate – biochemical, fluorescence intensity, high mannose 6-phosphate, primary screen (AID 1220). recombinant PMI enzyme, coupled fluorescence intensity; higher % means a stronger effect. inhibition, % at 20 µM, or IC50 in µM where a hit was titrated. 190,000 tested, 0.66% active
TNAP activation fold – stimulation of alkaline phosphatase TNAP activity – biochemical, luminescent, no phosphate acceptor, uHTS, primary screen (AID 1001) | purified TNAP, luminescent activation assay, no phosphate acceptor; higher activation fold means a stronger effect | one-dose activation fold at 20 µM; EC50 in µM for titrated hits | 200,000 tested, 0.03% active; in the data active = activation fold from about 3, or a potency from the dose series; inactive = the rest, 99 in 100 with activation fold below about 1.6; note: many of its hits are not listed in these tables
KOR beta-arrestin-2 – kappa opioid receptor activators – cell-based, luminescence, uHTS, primary screen (AID 1777). KOR beta-arrestin recruitment, luminescence; higher % means a stronger effect. activation, % at 10 µM; hits with a dose series show EC50 in µM. 280,000 tested, 0.02% active; in the data active = activation above about 50%, passing the limit was not always enough; note: a part of the inactive calls stands beside numbers as strong as those of hits
LYP inhibition – PTPN22 lymphoid phosphatase activity blockers – biochemical, fluorescence intensity, uHTS (AID 1779). recombinant LYP phosphatase, fluorescence intensity; higher % means a stronger effect. one-dose inhibition, % at 11.5 µM; IC50 in µM for titrated hits. 290,000 tested, 0.054% active;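 note: plate controls were vehicle with enzyme for no effect and no enzyme for full effect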
human PMI inhibition – MPI enzyme activity inhibition – biochemical, fluorescence intensity, coupled assay, primary screen (AID 1209); purified PMI enzyme, coupled fluorescence intensity; higher % means a stronger effect; inhibition, % at 20 µM, or IC50 in µM where a hit was titrated; 190,000 tested, 0.42% active;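 note: plate controls were DMSO vehicle for no effect and wells lacking substrate for full effect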
* marks the source's active call; other numbers are inactive results; / = not tested or not shown; [ ] = another dose, or the depositor's remark. Cut-off read from the data, not from the text of the source, unless noted: active = inhibition above about 50%; inactive = the rest. This is a subset; count on the stated rates, not on these rows.

human PMI inhibition | KOR beta-arrestin-2 | KOR beta-arrestin-1 | NOD1 NF-kB reporter | LYP inhibition | NOD2 inhibition | XIAP displacement | PMI inhibition | TNAP activation fold | Molecule
5% | -0.8% | -4% | -17% | 2% | 13% | -1.6% | 12% | 1.2 | NS(=O)(=O)c1ccc(CNC(=O)c2ccc(Cl)cc2[N+](=O)[O-])cc1
2% | 3.9% | -57% | -20% | -7% | -11% | 2.1% | -4% | 1.1 | COc1cnn(-c2ccccc2)c(=O)c1N(C)C
8% | 1.2% | 24%[20 µM] | -4% | -5% | 3% | 5.5% | 4% | 1.1 | COc1ccc(Cn2c(C)nc([N+](=O)[O-])c2SCC(=O)O)cc1[N+](=O)[O-]
8% | / | -1%[20 µM] | 22% | -4% | -1% | 2.1% | -2% | 1 | Cc1ccc(N(C(=O)c2csnn2)C(C(=O)NC(C)(C)C)c2cccnc2)cc1 (configuration not stated)
-43% | -5.4% | 2% | -28% | 2% | 2% | -8.6% | -9% | 1 | O=c1[nH][nH]c2cc(=O)n(-c3cccc(C(F)(F)F)c3)nc12
2% | 16% | 16% | 9% | -6% | -4% | -4.1% | 2% | 1.1 | O=C1CSC(=O)N1CC(O)COc1ccc(Cl)cc1 (configuration not stated)
/ | 1.4% | 0% | -3% | 7% | 13% | / | / | / | CCOC(=O)CN(C(=O)COc1nc(-c2ccccc2)cc(C)c1C#N)c1ccc(C)cc1
/ | -1.5% | -19% | -10% | 1% | -57% | / | / | / | c1ccc(CCn2nnc3ccccc32)cc1
6% | 9.9% | -9% | -37% | -6% | 3% | 3.2% | 1% | 1 | CN(C)S(=O)(=O)c1ccc(Cl)c(NC(=O)COC(=O)CN2C(=O)NC(C)(C)C2=O)c1
/ | -4.3% | -16%[20 µM] | -13% | -14% | 14% | / | / | / | COc1ccc(NC(=O)CN2CCN(S(=O)(=O)N(C)C)CC2)cc1
4% | 1.7% | -15% | -13% | -2% | 10% | -5.6% | 1% | 1.1 | COC(=O)c1c(C(=O)OC)c(C)n(Cc2cccnc2)c1C
6% | 5.4% | 7% | -31% | 0% | -22% | -4.0% | -3% | 1.1 | CCCc1nc2sc3c(c2c(=O)n1N)CCC3
-2% | 2.4% | -13% | -46% | 1% | -25% | -9.0% | 1% | 1 | CCC(Cc1ccccc1)NC(=O)C1=C(C)C(=O)OC12CCC(C)CC2 (configuration not stated)
/ | 0.9% | 3% | -10% | -5% | 8% | / | / | / | COc1ccc(S(=O)(=O)N2CCC(C(=O)NCc3ccncc3)CC2)cc1Cl
-6% | -4.2% | 1% | -26% | -6% | 11% | -6.5% | -7% | 1.1 | CCN(C(=O)CSc1ccc2ccccc2n1)C1CCS(=O)(=O)C1 (configuration not stated)
-41% | 2.0% | 19% | -5% | -2% | 10% | -3.7% | -95% | 1.1 | CC1(C)Cc2ccccc2C2CC(O)C(=O)N21 (configuration not stated)
-5% | -4.0% | 0% | 2% | -4% | 3% | -0.3% | -5% | 1.2 | CCC1CCCCN1Cc1ccc(OC)c(OC)c1 (configuration not stated)
10% | 2.4% | -10% | -6% | -8% | 8% | -8.1% | 10% | 1 | O=C(CSc1nncs1)NC(=O)NCc1ccccc1
-11% | -2.4% | 6% | -19% | -5% | 14% | -1.3% | -3% | 1 | O=C(O)CCCc1c(-[n+]2ccccc2)[nH]c2ccccc12
/ | 0.2% | -29% | -1% | -11% | 0% | / | / | / | COc1ccc(OCC(NS(=O)(=O)c2ccc(-n3cnnn3)cc2)C(C)C)cc1 (configuration not stated)
0% | -6.8% | 8% | 19% | -7% | 6% | -1.5% | -13% | 1.1 | COc1cc2c(cc1OC)CN(C(=O)CSc1nnc(C)s1)CC2
6% | -2.9% | -21% | 25% | 0% | -17% | -7.3% | -16% | 1.1 | C=CCNC(=O)COC(=O)c1ccc(Cl)c(S(=O)(=O)N(Cc2ccccc2)c2ccccc2)c1
/ | 3.3% | -37% | -10% | 2% | 7% | / | / | / | CCN(CC)S(=O)(=O)c1ccc(O)c(C(=O)OCC(=O)N2c3ccccc3CC2C)c1 (configuration not stated)
/ | 1.1% | 45% | -10% | 1% | 0% | / | / | / | COC(=O)c1nnn(-c2nonc2N)c1CN1CCCC1
/ | -12% | 14% | 4% | -1% | 27% | / | / | / | O=C(O)c1ccc(N2CCN(C(c3ccccc3)c3ccccc3)CC2)c([N+](=O)[O-])c1
/ | 4.0% | 0%[20 µM] | -20% | -9% | 15% | / | / | / | Cc1ccccc1C1NC(=O)c2ccccc2O1 (configuration not stated)
2% | 0.2% | 12% | 12% | -2% | 16% | -13% | -1% | 1.1 | CC(C)Cn1c2c(c(O)c(C(=O)Nn3c(Cc4ccccc4)nc4ccccc4c3=O)c1=O)CCCC2
/ | -4.0% | 12% | 4% | -9% | 36% | / | / | / | CCc1ccc(-c2cc(C)no2)cc1S(=O)(=O)N1CCN(c2ccc(OC)cc2)CC1
-1% | -1.9% | -20% | -8% | -4% | 10% | -8.1% | 1% | 1.1 | Cc1ccc(S(=O)(=O)Nc2ccc(NC(=O)c3ccc(F)cc3)cc2)cc1
-5% | -3.2% | 16% | -13% | -10% | 12% | -4.0% | -4% | 1.2 | COc1cccc(NC(=O)CCNC(=O)c2ccccc2Cl)c1
/ | -7.9% | -8% | -13% | -7% | -3% | / | / | / | Cc1cccc(CSc2[nH]c(=O)ncc2C)c1
15% | 3.1% | 12% | 0% | 0% | 13% | -3.1% | 7% | 1.1 | CCOc1ccc(C2C(C(=O)c3ccco3)=C(O)C(=O)N2Cc2cccnc2)cc1OC (configuration not stated)
-3% | 11% | 8% | 9% | 4% | -42% | -4.9% | -11% | 0.8 | CC1Oc2ccccc2C=C1/C=N/NC(=O)c1ccccc1O (configuration not stated)
3% | -2.8% | 20% | -28% | -2% | 12% | -1.8% | 6% | 1.1 | O=C(CSc1nc2ccccc2c(=O)n1CCCO)NCc1ccccc1
/ | / | -33% | -1% | 0% | -1% | / | / | / | O=C(CO/N=C/c1ccc(Cl)cc1Cl)NNC(=O)c1cccc(Cl)c1
5% | -0.1% | -10% | -8% | -3% | 8% | -6.4% | 8% | 1.2 | CCOC(=O)C1=C(O)CSC1=Nc1cccc2ccccc12
/ | -0.5% | 11% | -8% | -2% | -9% | / | / | / | CC(=O)Nc1ccc(/C=C/c2ccc3cccc([N+](=O)[O-])c3n2)cc1
/ | 3.5% | 9% | 5% | 0% | 1% | / | / | / | O=C(CCCn1nnnc1CN1CCOCC1)N1CCC(c2ccc(F)cc2)C1 (configuration not stated)
0% | 7.8% | -3% | 3% | -5% | 6% | -4.3% | 2% | 1.1 | CCC(c1nnnn1C(C)(C)CC)N(CCCO)Cc1cc2cccc(C)c2[nH]c1=O (configuration not stated)
/ | -3.2% | -23%[20 µM] | -24% | -3% | 14% | / | / | / | Cc1ccc(NC(=O)Cn2cc([N+](=O)[O-])nc2C)cc1C
-7% | -4.0% | -53% | -7% | -10% | 18% | -2.8% | -12% | 1.1 | OCCN1CCN(CC(O)COc2ccc(Cl)cc2)CC1 (configuration not stated)
-8% | 2.6% | 11% | 4% | -10% | 11% | -3.4% | -6% | 1.1 | C=CCn1c(SCn2nnc3ccccc3c2=O)nnc1-c1ccc(F)cc1
/ | 9.0% | -32% | -14% | -2% | 0% | / | / | / | Cc1cc(N2C(=O)C(O)=C(C(=O)c3ccco3)C2c2cccc(Oc3ccccc3)c2)no1 (configuration not stated)
17% | -0.5% | -41%[20 µM] | -33% | 4% | 4% | 1.4% | 15% | 1.1 | CC1=C/C(=N\N=C2\NC(=O)C(CC(=O)Nc3ccccc3)S2)CC(C)(C)C1 (configuration not stated)
-4% | -1.7% | -8% | 5% | -10% | 6% | -1.7% | 3% | 1 | CCCn1c(N)c(C(=O)CSc2nc(C)cs2)c(=O)[nH]c1=O
/ | -0.1% | -14% | -6% | 0% | 28% | / | / | / | COCCNC(=O)CCc1c(C)nc2c(c(C)nn2-c2ccc(C)c(C)c2)c1C
/ | -0.6% | 6% | -14% | -6% | -9% | / | / | / | CCOc1ccc(Nc2ccc3nonc3c2[N+](=O)[O-])cc1
23% | -3.0% | -6% | 16% | 1% | 27% | -3.6% | 16% | 1.1 | Cc1ccc(NC(=O)C2CC(=O)N(Cc3ccccc3)C2)cc1S(=O)(=O)N1CCCCCC1 (configuration not stated)
4% | -4.7% | 19%[20 µM] | -5% | 0% | 26% | -6.7% | -7% | 1.1 | Cc1cc(=O)[nH]c(SCC(=O)Nc2ccnc3ccccc23)n1
19% | 7.3% | -24% | 9% | -6% | 7% | -7.3% | 16% | 1.3 | O=C(NNC(=O)c1ccccc1[N+](=O)[O-])c1cnccn1
4% | -0.5% | -15% | -32% | -3% | 6% | -4.5% | 0% | 1.1 | COC(=O)CCC(=O)NS(=O)(=O)c1ccc(N=NN2CCOCC2)cc1
-6% | 7.5% | -57% | 43% | -1% | -19% | -46% | -4% | 1 | N#CCCn1cc(C=C(C#N)C#N)c(-c2ccc(-c3ccccc3)cc2)n1
/ | -1.0% | -48% | 12% | -4% | 7% | / | / | / | Cc1cccc(C(=O)N[C@H](C(=O)NCCc2ccc(S(N)(=O)=O)cc2)C(C)C)c1
0% | 3.6% | -7% | 8% | -8% | 5% | -4.7% | 3% | 1.1 | CCc1ccccc1NC(=O)c1ccc(F)c(S(=O)(=O)N2CCC(C(N)=O)CC2)c1
/ | 0.0% | -19% | 9% | -9% | 18% | / | / | / | Cc1cc(C)cc(N(CC(=O)Nc2cccc(C)c2C)S(=O)(=O)c2c(C)[nH]c(=O)[nH]c2=O)c1
6% | 3.1% | -9% | -15% | 0% | 1% | -0.2% | 4% | 1 | COCc1[nH][nH]c(=O)c1C=Nc1ccc(F)cc1F
4% | -1.4% | -4% | 18% | -8% | -4% | -8.3% | -1% | 1 | Cn1c(CO)cnc1SCc1ccc([N+](=O)[O-])cc1
5% | 3.9% | 3% | -19% | -3% | -12% | -6.3% | 6% | 1.1 | Cc1nc2n[nH]c(N)c2c2c1COC(C)(C)C2
/ | -0.5% | 4% | -3% | 2% | 7% | / | / | / | Cc1nc2c(C)c(C)c(C)c(C)c2nc1C
15% | 2.1% | -5% | -35% | -6% | -60% | -9.0% | 2% | 2 | Cc1ccc(NC(=O)c2ccc3nc[nH]c3c2)cc1C
-4% | -3.7% | -6% | 3% | -1% | 6% | -9.0% | -2% | 1 | Cc1ccc(C(=O)NC(NCC2CCCO2)C(Cl)(Cl)Cl)cc1 (configuration not stated)
/ | 1.9% | 3% | -21% | -4% | 12% | / | / | / | Cc1ccccc1N(C(=O)c1ccccn1)C(C(=O)NCc1ccccc1)c1ccncc1 (configuration not stated)

Of the compounds above, 6 have fluorine.
human PMI inhibition | KOR beta-arrestin-2 | KOR beta-arrestin-1 | NOD1 NF-kB reporter | LYP inhibition | NOD2 inhibition | XIAP displacement | PMI inhibition | TNAP activation fold | Molecule
-43% | -5.4% | 2% | -28% | 2% | 2% | -8.6% | -9% | 1 | O=c1[nH][nH]c2cc(=O)n(-c3cccc(C(F)(F)F)c3)nc12
-1% | -1.9% | -20% | -8% | -4% | 10% | -8.1% | 1% | 1.1 | Cc1ccc(S(=O)(=O)Nc2ccc(NC(=O)c3ccc(F)cc3)cc2)cc1
/ | 3.5% | 9% | 5% | 0% | 1% | / | / | / | O=C(CCCn1nnnc1CN1CCOCC1)N1CCC(c2ccc(F)cc2)C1 (configuration not stated)
-8% | 2.6% | 11% | 4% | -10% | 11% | -3.4% | -6% | 1.1 | C=CCn1c(SCn2nnc3ccccc3c2=O)nnc1-c1ccc(F)cc1
0% | 3.6% | -7% | 8% | -8% | 5% | -4.7% | 3% | 1.1 | CCc1ccccc1NC(=O)c1ccc(F)c(S(=O)(=O)N2CCC(C(N)=O)CC2)c1
6% | 3.1% | -9% | -15% | 0% | 1% | -0.2% | 4% | 1 | COCc1[nH][nH]c(=O)c1C=Nc1ccc(F)cc1F
